Compound activity from PubChem BioAssay.
B2AR arrestin: agonists driving beta-arrestin recruitment to human beta2-adrenergic receptor | P07550 | beta-arrestin recruitment to beta2AR, cell-based reporter | Potency, µM (titrated, usually from 46.1 µM), inactives show at the highest dose activation, actives largely listed as activators | hit rate 0.02% among 330,000;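 further: potency means the concentration at half of the fitted maximal effect; 0% = DMSO controls and full agonism = EC100 isoproterenol or metaproterenol; nearly all actives have a fitted effect of over 65% in size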
PKM2 act: activators of human pyruvate kinase M2 | hit rate 0.34% among 260,000 | Potency, µM (doses to about 57.5 µM), for the others: at the highest dose activation, most hits filed as activators | purified PKM2, Kinase-Glo ATP luminescence, activation; response scale: 0% is enzyme alone, no compound | AID 1631; further: potency means the concentration at half of the fitted maximal effect; on the % scale 0 is the no-effect control and ±100 the full control effect; nearly all actives have a fitted effect of over 55% in size
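ATP formation by purified human PK-M2, quantified via coupled luciferase luminescence after 1 h at room temperature with 0.1 mM ADP and 0.5 mM PEP final.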
GALK inh: galactokinase (human) inhibition; P51570; Purified GALK, Kinase-Glo residual ATP luminescence; Potency, µM (top dose mostly 57.5 µM), for the others: top-dose activity change, negative = inhibition, hits mostly inhibitors; hit rate 0.007% among 270,000; AID 1868; further: potency means the concentration at half of the fitted maximal effect; on the % scale 0 is the no-effect control and ±100 the full control effect
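Kinase-Glo Plus luminescence measured ATP left after a 1 h room-temperature reaction. The reaction used 5 nM GALK, 100 uM galactose and 35 uM ATP at pH 8.0 (20 mM HEPES, 5 mM MgCl2, 60 mM NaCl, 1 mM DTT, 0.01% BSA).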
a7 integrin act: activates integrin-mediated alleviation for muscular dystrophy | alpha7betagal myoblasts, beta-gal FDG fluorescence, 48 h | Potency, µM (highest dose often 38.3 µM), for the others: top-dose activation, actives largely listed as activators | hit rate 0.064% among 350,000;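 further: potency means the concentration at half of the fitted maximal effect; 100% = response of the positive control SU9516; nearly all actives have a fitted effect of over 60% in size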
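Alpha7betagal+/- myoblasts (passage 13) were plated 16-24 hr, then exposed to compounds (1:260 dilution of DMSO stock) for 48 hours at 37C. After MPER lysis, β-galactosidase reporter activity was read as FDG fluorescence (ex 480/em 540) after 30 minutes.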
S-ASM inh: blocks human secretory acid sphingomyelinase. P17405. placental ASM, HMU-PC fluorogenic substrate, 60 min. Potency, µM (titrated, usually from 57.5 µM), for inactives: at the highest dose activity change, negative = inhibition, most hits filed as inhibitors. hit rate 0.006% among 340,000; further: potency means the concentration at half of the fitted maximal effect
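Fluorogenic HMU-PC substrate (9 uM final) is turned over by placental ASM in 60 min at 37 C after a 10 min compound preincubation. Reaction ended by alkaline stop (pH 10), with fluorescence read at 386/447 nm.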
Tb PFK block: T. brucei PFK enzyme inhibition | AID 485367 | Potency, µM (highest dose often 57.5 µM), for inactives: at the top dose activity, negative = inhibition, actives largely listed as inhibitors | T. brucei PFK, ADP-Glo luminescence | hit rate 0.17% among 330,000;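 further: potency means the concentration at half of the fitted maximal effect; 0% = uninhibited 1x PFK enzyme wells and -100% = no-enzyme wells; nearly all actives have a fitted effect of over 60% in size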
Target sequence (O15648 whole entry, looked up): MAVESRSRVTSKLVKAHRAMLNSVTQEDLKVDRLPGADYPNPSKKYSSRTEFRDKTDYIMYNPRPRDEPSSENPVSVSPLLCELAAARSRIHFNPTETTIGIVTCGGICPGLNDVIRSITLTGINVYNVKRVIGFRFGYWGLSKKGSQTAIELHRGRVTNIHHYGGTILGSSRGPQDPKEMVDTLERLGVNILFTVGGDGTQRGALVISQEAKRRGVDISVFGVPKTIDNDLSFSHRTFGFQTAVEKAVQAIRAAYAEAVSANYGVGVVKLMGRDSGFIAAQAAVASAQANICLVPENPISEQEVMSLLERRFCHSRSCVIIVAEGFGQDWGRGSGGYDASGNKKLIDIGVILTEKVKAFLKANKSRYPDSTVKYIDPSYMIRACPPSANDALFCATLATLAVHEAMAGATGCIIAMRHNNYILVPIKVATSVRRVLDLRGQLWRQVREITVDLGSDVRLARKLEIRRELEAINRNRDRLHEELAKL
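Compounds were pin-transferred as a titration series up to 57 uM into substrate buffer (0.5 mM F6P, 0.1 mM ATP, pH 8.0), then 1.25 nM PFK was added and reactions ran 45 min before ADP-Glo detection.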
Chronic BCR inh: blocks chronic active B-cell receptor signaling; hit rate 0.05% among 340,000; Potency, µM (titrated, usually from 46.1 µM), inactives show at the highest dose ratio change, negative = lower green/red ratio, usual class: inhibitors; AID 493014; ABC-DLBCL IkBa-CBG/CBR reporter, luminescence ratio, 4 h; active means well fitted inhibition curve with a large enough effect in the signal ratio, with a control signal flat, not every such curve was filed as active; inconclusive means small, poorly fitted or top-dose-only effect, or effect the other way, or a change in a side signal; the % refers to the signal ratio;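 further: potency means the concentration at half of the fitted maximal effect; plate controls were basal doxycycline-induced cells for no effect and cells given 10 µM MG132 for full effect; MG132 reads +100%, hits lower the ratio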
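TMD8 ABC-DLBCL cells carrying doxycycline-inducible green luciferase fused to IkappaBalpha plus unfused red luciferase were exposed to compounds (up to 46 uM) for 4 hrs at 37C. Activity came from the overlap-corrected green/red luminescence ratio.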
Giardia kill: Giardia lamblia killing | Giardia lamblia trophozoite viability | hit rate 0.15% among 340,000 | activity change, % at 7.66 µM, hits read low; in the data active means activity change below about -80%; inconclusive means between about -30% and that limit;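 further: parasites exposed to compound for two days anaerobically before the ATP read; on the % scale 0 is the no-effect control and ±100 the full control effect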
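Anaerobic 48 hrs incubation at 37 deg C of 100 trophozoites/well with test compounds; ATPLite 1-Step luminescence, 15-30 min RT, reports cellular ATP as viability.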
Menin MLL FP TR: menin-MLL binding inhibition, Texas Red mutant peptide; O00255; Menin + Texas Red MLL mutant peptide, fluorescence polarization; Potency, µM (doses to about 61.6 µM), inactives show at the highest dose FP activity change, negative = inhibition, actives largely listed as inhibitors; hit rate 0.23% among 270,000; active means well fitted inhibition curve with a large enough effect in the polarisation, with a control signal flat, not every such curve was filed as active; inconclusive means small, poorly fitted or top-dose-only effect, or effect the other way, or a change in a side signal; inactive means no such curve, though single readings can be large or run the other way; the % refers to the polarisation; further: potency means the concentration at half of the fitted maximal effect; % of control where 0% means no effect; many of its hits are not listed in these tables
TSG101-PTAP inh: blocks PTAP/TSG101 interaction to inhibit HIV-1 budding; Fluorescence polarization, FITC-PTAP peptide / Tsg101 binding; Potency, µM (highest dose often 115 µM), for inactives: at the top dose activity change, negative = inhibition, usual class: inhibitors; 340,000 tested, under 10 active; active means well fitted inhibition curve with a large enough effect in the main read-out, with a control signal flat, not every such curve was filed as active; inconclusive means small, poorly fitted or top-dose-only effect, or effect the other way, or a change in a side signal; inactive means no such curve, though single readings can be large or run the other way; further: potency means the concentration at half of the fitted maximal effect; % of control where 0% means no effect
Target sequence (Q99816 whole entry, looked up): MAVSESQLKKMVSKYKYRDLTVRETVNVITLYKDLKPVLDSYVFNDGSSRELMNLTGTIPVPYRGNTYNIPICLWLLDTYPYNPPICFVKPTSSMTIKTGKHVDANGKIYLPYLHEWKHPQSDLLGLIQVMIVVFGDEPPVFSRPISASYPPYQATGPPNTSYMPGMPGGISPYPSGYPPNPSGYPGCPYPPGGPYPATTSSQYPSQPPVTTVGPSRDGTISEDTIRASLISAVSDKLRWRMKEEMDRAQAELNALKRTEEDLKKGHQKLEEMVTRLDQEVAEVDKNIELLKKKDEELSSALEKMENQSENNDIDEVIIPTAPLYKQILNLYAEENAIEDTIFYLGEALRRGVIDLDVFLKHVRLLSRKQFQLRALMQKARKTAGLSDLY
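FP read-out: FITC-PTAP peptide, 50 nM final, binding Tsg101 binding domain, 10 uM final; 20 min, r.t.; 10 mM HEPES pH 7.5, 0.15 M NaCl, 0.01% Tween 20, 3 mM EDTA, 0.1 mM TCEP.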
Coupling enz: counter-screen for Giardia aldolase inhibitors: coupling enzyme system; activity change, negative = inhibition, % at 58.2 µM, hits read low; coupling enzyme system counterscreen, AmpLite Red fluorescence; hit rate 0.67% among 290,000; in the data active means activity change below about -30%; further: on the % scale 0 is the no-effect control and ±100 the full control effect
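Counterscreen lacking aldolase: glyceraldehyde-3-phosphate coupling-enzyme reagent preincubated 10 min at RT with compound (at 57.5 uM final), then substrate/coupling system with AmpLite Red added; fluorescence read at 525/598 nm after 20 min RT.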
Numbers without * were called inactive; u = inconclusive; x = no result given; [ ] = remark or other dose. Unless noted, the call rests on the fitted dose curve; in most records, active means well fitted curve in the direction sought with a large enough effect; inconclusive means small, poorly fitted or top-dose-only effect, or another doubt; inactive means no such curve, though single readings can be large; an effect the other way counts as inactive or inconclusive. Only part of the results is shown; rates above refer to the full screens.

SMILES | B2AR arrestin | PKM2 act | GALK inh | a7 integrin act | S-ASM inh | Tb PFK block | Chronic BCR inh | Giardia kill | Menin MLL FP TR | TSG101-PTAP inh | Coupling enz
COCCOC(=O)/C(=C\c1cc(C(C)(C)C)c(O)c(C(C)(C)C)c1)C(C)=O | 0.3% | 5% | -4% | 41% | -18% | 6% | -1% | -7 | x | 1% | -2
O=C(CCN1C(=O)c2ccccc2S1(=O)=O)Nc1ccccc1 | -0.4% | 11% | 4% | 19% | 6% | 4% | 0% | 33[activator] | -4% | -1% | 1
CCCCNC(=O)c1onc(CSc2ccncc2)c1C(=O)NCCCC | -0.7% | u | -1% | 1% | 1% | 3% | 2% | 10 | x | -6% | -3
CCN(C(=O)COC(=O)C1CCN(S(=O)(=O)c2ccc(C)c(C)c2)CC1)C1CCS(=O)(=O)C1 (stereo unspecified) | 0.3% | x | x | 30% | x | 3% | -4% | 3 | x | -3% | x
CCCS(=O)(=O)N1CCc2ccc(NC(=O)C3CCCO3)cc2C1 (stereo unspecified) | -0.9% | -5% | 0% | -6% | 0% | 3% | 0% | -2 | 2% | -3% | -1
O=C(CN1CCCCCC1)Nc1cccc2c1OCO2 | 0.0% | -4% | 0% | 4% | 4% | 1% | -1% | -12 | -6% | -3% | -1
O=C(CNC(=O)c1cccs1)N/N=C/c1ccccc1[N+](=O)[O-] | -0.2% | x | 0% | -13% | -1% | 1% | u | -19 | 8% | -2% | -2
COc1cccc(/C=C/C(=O)OCC(=O)NCCC2=CCCCC2)c1OC | -0.1% | x | x | -39% | -2% | 0% | 0% | -13 | x | -1% | x
COc1ccc(C(=O)Nc2ccc(S(=O)(=O)N3CCCCC3)cc2)cc1OC | -0.2% | 1% | -2% | -17% | -2% | 11% | 2% | 18 | 16% | -5% | -1
Cc1ccc(S(=O)(=O)NCc2ccc(C(=O)NCCN(Cc3ccccc3)C(C)C)cc2)cc1 | 0.2% | 0% | 3% | -64%[inhibitor] | 0% | -6% | -5% | -9 | -6% | 0% | 5
COC(=O)[C@]1(CC(C)C)N[C@H](c2ccc(SC3CCCCC3)cc2)[C@@H]2C(=O)N(C)C(=O)[C@@H]21 | -0.1% | x | x | 6% | -9% | 1% | 1% | 4 | x | -6% | x
C=CCNC(=O)CN1CCC(O)(c2ccc(F)cc2)CC1 | -0.4% | 1% | 1% | 34% | 0% | 0% | 4% | -4 | -1% | 0% | -4
O=P(COCCO)(c1ccccc1)c1ccccc1 | -0.1% | 1% | -1% | -5% | -1% | 0% | 0% | 6 | 0% | -2% | 0
O=[N+]([O-])c1ccc(Sc2n[nH]c(-c3ccncc3)n2)nc1 | 0.1% | -1% | 1% | 7% | -2% | -1% | -6% | -6 | 15% | -9% | 6
Cc1cccc(CCN2C(N(C)C)=NC[C@@H]2C)c1 | 0.1% | x | x | u | 4% | -12% | -9% | -6 | x | -2% | x
Cc1ccc(C(=O)CN2C(=O)NC3(CCOc4ccccc43)C2=O)s1 (stereo unspecified) | 0.5% | x | x | -37% | 0% | 0% | -5% | -22 | x | 1% | x
C=CCn1c(SCC(=O)Nc2ccc(-c3nc4ccc(C)cc4s3)cc2)nnc1-c1ccccc1 | 0.4% | -9% | -1% | 18% | 191%[activator] | -8% | u | 0 | 21% | 0% | 4
COC(=O)c1ccc(Oc2c(Cl)cccc2[N+](=O)[O-])cc1 | -0.2% | 0% | 1% | 9% | -1% | -2% | u | -11 | 7% | -7% | 2
CC1CCCCN1CCCNC(=O)CN1C(=O)c2cccnc2Oc2ccccc21 (stereo unspecified) | -0.6% | x | -1% | 1% | 6% | -2% | -1% | 22 | x | -4% | x
CCc1cccc2sc(NC(=O)c3ccc(N4C(=O)CCC4=O)cc3)nc12 | -0.9% | 0% | x | 0% | 2% | -2% | 2% | 11 | 8% | 1% | 4

Retrieved by structure from above:
SMILES | B2AR arrestin | PKM2 act | GALK inh | a7 integrin act | S-ASM inh | Tb PFK block | Chronic BCR inh | Giardia kill | Menin MLL FP TR | TSG101-PTAP inh | Coupling enz
CCc1cccc2sc(NC(=O)c3ccc(N4C(=O)CCC4=O)cc3)nc12 | -0.9% | 0% | x | 0% | 2% | -2% | 2% | 11 | 8% | 1% | 4
O=C(CN1CCCCCC1)Nc1cccc2c1OCO2 | 0.0% | -4% | 0% | 4% | 4% | 1% | -1% | -12 | -6% | -3% | -1

Individual results from the list.
`O=P(COCCO)(c1ccccc1)c1ccccc1` in TSG101-PTAP inh reads -2%
`Cc1cccc(CCN2C(N(C)C)=NC[C@@H]2C)c1` in B2AR arrestin reads 0.1%

The main list resumes, starting two compounds before the break.
SMILES | B2AR arrestin | PKM2 act | GALK inh | a7 integrin act | S-ASM inh | Tb PFK block | Chronic BCR inh | Giardia kill | Menin MLL FP TR | TSG101-PTAP inh | Coupling enz
CC1CCCCN1CCCNC(=O)CN1C(=O)c2cccnc2Oc2ccccc21 (stereo unspecified) | -0.6% | x | -1% | 1% | 6% | -2% | -1% | 22 | x | -4% | x
CCc1cccc2sc(NC(=O)c3ccc(N4C(=O)CCC4=O)cc3)nc12 | -0.9% | 0% | x | 0% | 2% | -2% | 2% | 11 | 8% | 1% | 4
S=C(Nc1ccc(Oc2ccccc2)cc1)N1CCN(c2ccccn2)CC1 | -0.8% | 0% | -2% | -16% | -1% | -8% | u | -13 | 17% | -1% | 2
CC(O)/C=C/c1cccc[n+]1C (stereo unspecified) | 3.2% | 18% | 2% | 15% | 2% | 12% | 5% | -22 | 1% | -5% | -5
O=C(c1cccc(S(=O)(=O)Nc2ccc(F)cc2)c1)N1CCCC1 | 0.2% | x | x | 17% | 2% | 4% | 2% | -2 | x | -4% | x
C=CCNC(=O)c1oc2ccc(S(=O)(=O)N3CCCCC3)cc2c1C | 0.1% | x | 2% | -5% | 4% | 0% | 0% | -24 | x | -7% | x
COc1ccc(-c2cn3ccccc3n2)cc1OC | -0.4% | -79% | 9% | -9% | 4% | -9% | u | u | -25% | -1% | -23
O=C(Nc1ccc(-n2cccn2)cc1)C1CCCCN1Cc1cccc2cccnc12 (stereo unspecified) | -0.7% | x | 2% | 11% | -2% | 0% | u | 18 | 8% | -1% | -2
Cc1ccnc(NC(=O)CCC(=O)c2cccs2)c1 | -0.4% | x | x | 10% | 10% | -19% | u | u | x | -8% | x
COc1cccc(CNC(=O)Cn2cc3c(n2)CCCCC3)c1 | -0.3% | 2% | 2% | 16% | 0% | -5% | u | 8 | -5% | -4% | 4
CC(=O)Nc1ccc(C(=O)COC(=O)c2nc3nc(C)cc(C)n3n2)cc1 | -0.9% | x | x | u | -2% | -2% | 0% | -14 | x | -3% | x
CC(C)N1CCc2c(sc(NC(=O)CCS(=O)(=O)c3ccccc3)c2C(N)=O)C1 | -0.9% | -2% | -3% | -26% | 162%[activator] | 1% | -2% | 16 | 1% | 1% | 1
CCOc1ccc(S(=O)(=O)Nc2ncn[nH]2)cc1 | 0.0% | x | -3% | 5% | 5% | 3% | -6% | 2 | 1% | 0% | 1
COc1cc2nc(CN(C)CC(=O)Nc3ccc(N4CCOCC4)cc3)[nH]c(=O)c2cc1OC | -0.4% | -7% | 2% | 16% | 5% | 2% | 0% | -4 | u | -5% | -4
CC(Nc1c([N+](=O)[O-])c(=O)oc2ccccc12)C(Cl)c1ccccc1 (stereo unspecified) | 0.3% | 0% | -4% | -29% | -1% | 3% | u | 1 | -7% | 0% | 0
O=C(O)c1ccccc1Sc1ccccc1S(=O)(=O)NC1CCCCC1 | -0.4% | -4% | 5% | -8% | -1% | -2% | 17% | -2 | x | -3% | 9
CC(C)(C)NC(=O)CN(Cc1cccs1)C(=O)CNS(=O)(=O)c1ccccc1 | 0.1% | -2% | -1% | -5% | 2% | -1% | -1% | 22 | -5% | -4% | 0
COc1ccc(-c2nnc(SCC(=O)NC3CC3)o2)c(OC)c1 | -0.2% | x | x | 14% | x | 0% | 0% | -17 | x | -2% | x
Cc1c(N2C(=O)C(=O)/C(=C(/O)c3ccc(Cl)cc3)C2c2ccccc2)c(=O)n(-c2ccccc2)n1C (stereo unspecified) | -2.6% | 0% | x | 5% | -1% | -4% | u | -17 | -1% | -3% | 15
